Source: PubChem (National Center for Advancing Translational Sciences (NCATS))
RORg inh: inhibitors of mouse ROR gamma transcriptional activity; 310,000 tested, 5.4% active; Drosophila S2 Gal4-RORgamma UAS-luciferase reporter, 20 h; Potency, µM (top dose mostly 53.6 µM), without a hit: top-dose activity change, negative = inhibition, most hits filed as inhibitors; P51450; AID 2551; also: % is scaled to controls: 0 for no effect and ±100 for the full control effect; nearly all actives have a fitted effect of over 60% in size
Target sequence (P51450 whole entry, looked up, the tested form may be a part): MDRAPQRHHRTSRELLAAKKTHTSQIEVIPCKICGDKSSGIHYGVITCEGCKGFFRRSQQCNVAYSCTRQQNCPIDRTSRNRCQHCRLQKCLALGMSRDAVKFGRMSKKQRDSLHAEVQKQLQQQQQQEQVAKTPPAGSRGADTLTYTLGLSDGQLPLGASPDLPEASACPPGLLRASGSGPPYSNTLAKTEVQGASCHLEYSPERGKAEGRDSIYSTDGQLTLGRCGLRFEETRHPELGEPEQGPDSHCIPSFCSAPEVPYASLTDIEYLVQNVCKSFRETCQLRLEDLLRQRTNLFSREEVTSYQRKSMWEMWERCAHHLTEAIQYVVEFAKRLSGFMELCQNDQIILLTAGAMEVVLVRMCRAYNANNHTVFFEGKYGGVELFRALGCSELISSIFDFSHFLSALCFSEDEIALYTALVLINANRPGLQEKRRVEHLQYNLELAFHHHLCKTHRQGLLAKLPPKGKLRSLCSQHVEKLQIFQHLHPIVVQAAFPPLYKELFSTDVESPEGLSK
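Drosophila S2 cells stably expressing Gal4-DBD/mouse RORγ fusion under metallothionein promoter plus UAS-luciferase; compound 1 h, then 700 uM CuSO4 induction for 20 h at ambient temperature; inhibition read as reduced luminescence.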
MBNL1 CUG block: inhibitors of human MBNL1 binding to CUG repeat RNA; 280,000 tested, 0.036% active; AID 2675; Potency, µM (highest dose often 57.5 µM), for the others: at the highest dose activity change, negative = inhibition, most hits filed as inhibitors; TR-FRET MBNL1-His/biotin-(CUG)12 binding, 665/545 ratio; Q9NR56; active = well fitted inhibition curve with a large enough effect in the signal ratio, with a control signal flat, not every such curve was filed as active; inconclusive = small, poorly fitted or top-dose-only effect, or effect the other way, or a change in a side signal; inactive = no such curve, though single readings can be large or run the other way; the % refers to the signal ratio; also: % is scaled to controls: 0 for no effect and ±100 for the full control effect
Target sequence (Q9NR56 whole entry, looked up): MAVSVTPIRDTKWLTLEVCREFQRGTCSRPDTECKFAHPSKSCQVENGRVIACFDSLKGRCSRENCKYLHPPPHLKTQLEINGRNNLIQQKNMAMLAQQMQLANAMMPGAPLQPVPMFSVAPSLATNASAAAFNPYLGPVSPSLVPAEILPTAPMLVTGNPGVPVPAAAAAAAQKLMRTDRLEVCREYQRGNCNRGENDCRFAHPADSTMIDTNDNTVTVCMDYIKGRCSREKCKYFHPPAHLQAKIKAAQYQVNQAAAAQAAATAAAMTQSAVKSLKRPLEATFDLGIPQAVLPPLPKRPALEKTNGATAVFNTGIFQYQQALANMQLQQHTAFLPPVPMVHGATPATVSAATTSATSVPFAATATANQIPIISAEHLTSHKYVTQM
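Inhibition of protein-RNA binding appears as loss of TR-FRET between terbium anti-His antibody on MBNL1-His and streptavidin-XL665 on biotin-(CUG)12. Activity is normalized to buffer-only and uninhibited-complex controls.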
FLuc counter: firefly luciferase modulation, counter-screen for miR-21 project; purified FLuc, Km substrates, luminescence inhibition; 360,000 tested, 6.9% active; AID 588342; P08659; Potency, µM (top dose mostly 57.5 µM), without a hit: at the top dose activity change, negative = inhibition, most hits filed as inhibitors;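 also: plate controls were vehicle for no effect and reference inhibitor for full effect; nearly all actives have a fitted effect of over 55% in size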
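Purified P. pyralis luciferase (10nM final) with 10uM D-luciferin and 10uM ATP (Km levels) in 50mM Tris acetate pH 7.5, 10mM Mg acetate, 0.01% Tween-20, 0.05% BSA; qHTS 6-point titration, ~60 µM downward; luminescence read.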
BRCA1 expr up: BRCA1 expression activation; MCF7-BRCA1-FFLuc reporter, luminescence, 48 h; response scale: scaled: vehicle 0%, 10 µM genistein 100%; Potency, µM (series often up to 46.1 µM), for the others: top-dose activation, usual class: activators; 380,000 tested, 1.1% active; AID 624202; also: nearly all actives have a fitted effect of over 80% in size; some results filed as inactive show a strong effect at the top dose
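Using MCF7 cells harboring a BRCA1 firefly luciferase reporter, plated 2 h before compound pinning, the screen measured luminescence after 48 h incubation. Responses were normalized to DMSO and 10 microM genistein, then fitted for concentration-effect.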
ELG1 genotox: induces genotoxicity in HEK293T cells with luciferase-tagged ELG1; HEK293T ELG1-luciferase reporter, luminescence, 16 h; Potency, µM (series often up to 46 µM), inactives show at the highest dose activity change, positive = activation, most hits filed as activators; 330,000 tested, 1.3% active; AID 504466; also: % of control where 0% means no effect; nearly all actives have a fitted effect of over 60% in size
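Cells (2,000/well) expressing the ELG1-luciferase fusion are dosed by pin tool and kept 16 hr at 37 °C, 5% CO2. Signal comes from ONE-Glo luciferase reagent after 30 min at room temperature.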
Gal4-VP16 FLuc: counter-screen for ROR gamma inhibitors: Gal4-VP16 reporter; Drosophila S2 Gal4-VP16 UAS-luciferase, luminescence, 20 h; 310,000 tested, 3.5% active; Potency, µM (series often up to 53.6 µM), for the others: at the highest dose activity, negative = inhibition, hits mostly inhibitors; AID 2546;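 also: Gal4-VP16 expression switched on by copper sulfate through the metallothionein promoter; % is scaled to controls: 0 for no effect and ±100 for the full control effect; nearly all actives have a fitted effect of over 50% in size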
p53 reactivator: restores transcriptional activity of mutant p53 | H1299 p53-A138V BP100-luciferase reporter, luminescence, 24 h | Potency, µM (titrated, usually from 92.2 µM), for inactives: top-dose activity change, positive = activation, usual class: activators | 320,000 tested, 0.063% active; also: % of control where 0% means no effect; nearly all actives have a fitted effect of over 45% in size
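p53-null H1299 cells stably carrying temperature-sensitive p53-A138V and a BP100-luciferase reporter were pinned with compounds (4-point, 1:5 series) and held 24 hrs at 37 deg C. Luminescence was read 10 min after detection reagent.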
NPC1 promoter act: NPC1 promoter activation. Huh7 NPC1 promoter luciferase reporter, 24 h. Potency, µM (series often up to 9.22 µM), without a hit: at the top dose activation, usual class: activators. 320,000 tested, 2.4% active;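 also: % of control where 0% means no effect; nearly all actives have a fitted effect of over 60% in size; reporter is driven by a mutant NPC1 promoter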
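Stable NPC1-promoter luciferase Huh7 line; cpd (DMSO) 24 h, 37 °C, 5% CO2; Amplite luciferase reagent 10 min RT; luminescence readout. qHTS format.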
Rab9 prom act: Rab9 promoter activation; Huh7 Rab9 promoter-luciferase reporter, luminescence, 24 h; Potency, µM (series often up to 9.22 µM), for inactives: top-dose activation, negative = inhibition, usual class: activators; 320,000 tested, 2.8% active; AID 485297; also: % of control where 0% means no effect; nearly all actives have a fitted effect of over 60% in size
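Quantitative HTS format; Huh7 Rab9-luciferase reporter cells (1500/well) receive compound 2 h post-plating, incubate 24 h at 37 °C, then get luciferase reagent for 10 min before luminescence reading.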
uPA generation: cell surface uPA generation inhibition; 330,000 tested, 0.31% active; cell surface uPA generation assay, qHTS; Potency, µM (series often up to 38.3 µM), for the others: at the highest dose activity change, negative = inhibition, usual class: inhibitors; AID 540303; active = well fitted inhibition curve with a large enough effect; inconclusive = small, poorly fitted or top-dose-only effect; inactive = no such curve, though single readings can be large or run the other way; tested in mouse RAW 264.7 cells; also: % is scaled to controls: 0 for no effect and ±100 for the full control effect; nearly all actives have a fitted effect of over 55% in size
Active calls of the source: *; ? = inconclusive; / = not tested or not shown; & = joins results of further samples; [ ] = dose if it differs, or a comment. Unless noted, calls follow the shape of the dose curve; as a rule, active = well fitted curve in the direction sought with a large enough effect; inconclusive = small, poorly fitted or top-dose-only effect, or another doubt; inactive = no such curve, though single readings can be large; an effect the other way counts as inactive or inconclusive. Potency is read from the fitted curve at half-maximal effect.

SMILES | RORg inh | MBNL1 CUG block | FLuc counter | BRCA1 expr up | ELG1 genotox | Gal4-VP16 FLuc | p53 reactivator | NPC1 promoter act | Rab9 prom act | uPA generation
Cc1ccc(CN2CC(C(=O)O)CC2=O)cc1 (stereo not drawn) | -19% | -16% | 1% | 2%[1.84 µM] | 0% | 10% | -2% | -1% | 3% | -1%
CC(=O)Nc1cccc(-c2nc3ccccc3[nH]2)c1 | 0% | -10% | ? | 50% | 4% | -10% | 11% | 6% | 23% | 0%
COc1ccc(S(=O)(=O)Nc2ccccc2C(=O)NCc2ccco2)cc1 | 1% | 1% | 2% | 10% | -1% | 0% | -6% | -4% | -3% | 3%
CC(=O)Nc1ccc(OC(F)(F)C(F)F)c(NC(C)=O)c1 | 2% | 1% | 5% | -3% | 6% | -12% | -2% | -3% | 2% | 4%
COc1ccc(/C(O)=C2/C(=O)C(=O)N(CCCN3CCOCC3)C2c2ccc(N(C)C)cc2)cc1 (stereo not drawn) | -15% | 6% | 4% | 19% | 2% | -9% | / | -2% | -2% | 22%
CNC(=S)N1N=C(c2ccc(C)cc2)CC1c1ccc(N(C)C)cc1 (stereo not drawn) | -8% | ? | ? | -2% | 5% | 3% | -1% | 5% | 8% | -5%
CC(Sc1ccc2c(c1)OCCO2)C(=O)Nc1ncc(Cl)cc1Cl (stereo not drawn) | 5% | -1% | -2% | 35% | -5% | -2% | 0% | 3% | -3% | -7%
c1ccc(Cn2c(-c3ccccc3)nc3nc4ccccc4nc32)cc1 | -12% | ? | -12% | -24% | -6% | 3% | 0% | 0% | -2% | 2%
Cn1c(=O)c2c(ncn2CC(=O)N/N=C/C(Br)=C/c2ccccc2)n(C)c1=O | -25% | 20% | 0% | -30% | 5% | 9% | ? | 2% | 1% | -1%
Cn1c2ccccc2c(=O)c2c(=O)n(Cc3ccccc3)c(-c3ccc(F)cc3)nc21 | 10% | -9% | -1% | 2% | -1% | 0% | -4% | -3% | 6% | -2%
CCOC(=O)c1ccc(NC(=O)CN(Cc2ccc(Cl)cc2)S(C)(=O)=O)cc1 | 33% | 0% | 5% | 8% | -3% | 0% | -1% | -1% | -4% | /
COc1cccc(NC(=O)c2cc(-c3ccncc3)nc3c(C)cc(C)cc23)c1 | 0% | 3% | ? | -55% | -8% | -16% | 8% | -4% | -3% | 7%
Cc1ccc(CNC(=O)C(NS(=O)(=O)c2cccs2)C(C)C)cc1 (stereo not drawn) | -15% | 6% | -2%&-3% | -4%&3% | -1% | -10% | 0% | -3% | 2% | -12%
COc1ccccc1CCNC(=O)CSc1nnc2ccc(-c3cccnc3)nn12 | -9% | ? | 6% | -11% | 12% | 3% | -5% | -1% | 5% | 1%
COc1ccc(NC(=O)c2nn(C)cc2[N+](=O)[O-])cc1 | 8% | ? | ? | 11% | 5% | 5% | 24% | 1% | -1% | -6%
COc1nc(C)nc(NC(=O)NS(=O)(=O)c2ccc(C)cc2)n1 | 21% | 1% | 0% | -11% | -3% | 1% | 1% | -2% | -5% | 0%
O=C1c2ccccc2NC(c2cnc3ccccc3n2)N1O (stereo not drawn) | 10µM* | ? | 2.4µM* | ? | ? | ? | ? | 1.3µM* | 0.89µM* | -4%
CCCC1(CCC)C(=O)NC(=NCCc2ccc(OC)c(OC)c2)NC1=O | 1% | -7% | 1% | -22% | 2% | ? | -3% | 1% | -5% | 4%
COc1ccc(Cl)cc1NC(=O)c1cc(-c2ccccc2O)n[nH]1 | 21% | 3%[11.5 µM] | -18% | -66% | -1% | ? | -16% | -4% | -2% | 3%
COc1cc(/C=N/NC(=O)CCc2n[nH]c(=O)[nH]c2=O)cc(OC)c1OC | 12% | 5% | -2% | -1% | 0% | -9% | 10% | 1% | -3% | 5%
Cc1cc2cc(CN3C(=O)c4ccccc4C3=O)ccc2[nH]1 | 37% | 42%[activator] | -6% | -6% | 7% | 13% | -1% | -1% | -4% | 8%
CC(/C=C/c1cccs1)=C\C(=O)O | -1% | 4% | -3% | 3% | 0% | -4% | -4% | 1% | -3% | -1%
O=C(N/N=C/c1c(O)ccc2ccccc12)c1cccnc1 | 10µM* | ? | ? | -80% | 7% | 13µM* | ? | -16% | -45%[inhibitor] | -15%
Cc1ccc(NS(=O)(=O)c2ccc3c(c2)C(=O)c2ccccc2C3=O)c(C)c1 | ? | / | 1% | -67% | -1% | ? | 8% | -2% | 13% | 1%
O=Cc1ccc2ccc3cccnc3c2n1 | -42% | 9% | ? | -59% | 2% | 0% | 15% | 2% | 0% | -1%
CC(=O)Nc1ccc2nc(NC(=O)c3ccc([N+](=O)[O-])s3)sc2c1 | 35% | 25% | 5.4µM* | / | 3% | ? | 24% | 22% | ? | /
COc1ccccc1C(O)c1nccn1C (stereo not drawn) | ? | -1% | -1% | 7%&0% | 3% | 2% | 2% | -17% | -2% | 2%
CC(C)CCNC(=O)c1ccc2c(c1)ncn2C1CCCCC1 | ? | 6% | -19% | 42% | -1% | ? | 21% | 12% | -1% | /
O=[N+]([O-])c1ccc(NCCCN2CCOCC2)c([N+](=O)[O-])c1 | 4% | ? | -2% | 11% | 0% | 5% | 15% | 0% | -7% | -1%
O=C(Nc1ccc(C(=O)O)cc1)/C(=C\C=C\c1ccccc1)NC(=O)c1cccc(Br)c1 | ? | 16% | ? | -36% | -4% | -20% | -3% | -5% | 2% | 2%
O=C(Nc1cc(C(F)(F)F)ccc1F)C1CCCC1 | 1% | -6% | -3% | 9% | 2% | -1% | 0% | 3% | 6% | /
COc1cc(CC(=O)N(CC(C)C)C2CCS(=O)(=O)C2)cc(OC)c1OC (stereo not drawn) | / | / | / | 2% | 3% | / | -7% | / | / | 7%
Cc1cc(C(=O)NNC(=O)c2ccc(S(=O)(=O)N(C)C)cc2)c(C)o1 | 22% | / | -1% | 5% | 0% | 5% | -9% | -3% | -4% | 0%
O=S(=O)(c1ccccc1)c1nc(-c2ccc(F)cc2)oc1N1CCOCC1 | 20% | -7% | 0%&-2% | -16% | 0% | 9% | 3% | 1% | -1% | -5%
COc1ccccc1NC(=O)CSCc1ccc([N+](=O)[O-])cc1 | 8% | ? | 2% | -3% | -5% | 11% | -3% | -5% | 0% | -1%
COc1ccccc1OCCSc1nc2ccccc2c(=O)[nH]1 | 26% | -4% | ? | ? | ? | 13% | 30% | 16% | 15% | 1%
Cc1noc(C)c1CN(C(=S)NC1CC2CCC1C2)c1ccccc1 (stereo not drawn) | 5% | 6% | -13% | -41% | -6% | -10% | 0% | 0% | 9% | /
O=C(Nc1cc([N+](=O)[O-])ccc1Cl)C1CC1 | 16% | ? | -1% | 1% | 2% | -5% | -4% | 0% | 0% | -2%
CN1C(=O)/C(=C/c2ccc(OCc3cccc(F)c3)cc2)NC1=S | 7.1µM* | 4% | -1% | -19% | 20% | ? | 13% | -4% | -2% | -1%
Cc1ccc2cccc(SCC(=O)NCc3ccco3)c2n1 | 11% | -2% | 5% | 0% | -1% | 21% | -4% | 0% | 1% | 1%
COc1ccc(C(=O)Nc2ccccc2-c2ccccc2)cc1Cl | 24% | / | -1% | -44% | 1% | 15% | -4% | 1% | -7% | 0%
S=C(NCc1ccccc1)NC1CCCCC1 | 4µM* | 6% | 2% | 0% | -3% | 18µM* | -1% | -4% | 0% | -2%
COc1ccc(C)cc1NC(=O)CN1C(=O)COc2ccc(S(=O)(=O)N3CCOCC3)cc21 | -12% | -1% | -2%&2% | -1% | 0%[9.26 µM] | -10% | -3% | -1% | 1% | -15%
CCOC(=O)c1c(C)[nH]c(-c2csc(C)n2)c1C | 13% | 5% | ? | 53% | 12% | 10% | 7% | 19% | 7% | -3%
COc1ccc(Cl)cc1S(=O)(=O)Nc1ccncc1 | -2% | 0% | 3% | -3% | 0% | 1% | 0% | 0% | -6% | 1%
Cc1ccc(-n2nc3c(c2NC(=O)c2ccco2)CS(=O)(=O)C3)cc1 | 28% | -11% | -2% | -7% | 0%[9.26 µM] | 3% | -1% | -1% | 1% | -5%
Cc1ccc(NC(=O)CN(C)C(=O)c2ccc(Sc3nncn3C)c([N+](=O)[O-])c2)cc1 | / | / | -2% | -26% | 0% | / | -4% | -5% | -1% | -3%
CC(CNC(=O)CN(C)CC(=O)Nc1ccccc1Br)c1ccccc1 (stereo not drawn) | / | / | -1% | -11% | 0% | / | -3% | -3% | -9% | -2%
Cc1cc2n(n1)SC(Nc1ccccc1)N2 (stereo not drawn) | 3.2µM* | -17% | -22% | 37% | 8% | 4.5µM* | 11% | 15% | 15% | 3%
CC(C)(C)c1ccc(C(=O)NC(=S)N2CCCC2)cc1 | 0.71µM* | -4% | 9.5µM* | 3% | 1% | 0.89µM* | -19% | 4% | -7%[1.84 µM] | -3%
COc1ccc(Br)cc1CN1CCN(C(=O)c2cccc(F)c2)CC1 | 9% | -11% | 2% | -12% | -11% | -3% | -5% | -3% | 0%[1.84 µM] | 4%
